LMNA splice mod – LMNA splicing modulation | Potency, µM (top dose mostly 46.1 µM), for the others: at the highest dose ratio change, negative = inhibition, actives largely listed as inhibitors | HeLa LMNA splicing GFP/RFP minigene ratio, 48 h | 0.01% of 200,000 active; active = well fitted inhibition curve with a large enough effect in the signal ratio, with a control signal flat, not every such curve was filed as active; inconclusive = small, poorly fitted or top-dose-only effect, or effect the other way, or a change in a side signal; the % refers to the signal ratio; also: potency is read from the fitted curve at half-maximal effect; % is scaled to controls: 0 for no effect and ±100 for the full control effect
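Read-out is the ratio of GFP to DsRed2 object intensity, acquired by 488 nm laser-scanning cytometry on HeLa lamin A-EGFP minigene reporter cells. Compound incubation 48 hrs at 37 °C in Opti-MEM with 2% FBS; DMSO 0.5% final.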
IMPase Li inh – membrane-permeable IMPase blocker, potentiated with lithium | CHO-M1 cells, IP1 TR-FRET (IP-One), carbachol + lithium | Potency, µM (highest dose often 59.4 µM), for inactives: at the highest dose activity, negative = IMPase inhibition, hits mostly inhibitors | 0.35% of 210,000 active | AID 1457;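 also: IP1 builds up when IMPase is blocked and the TR-FRET signal falls; potency is read from the fitted curve at half-maximal effect; plate controls were basal vehicle for no effect and high inhibitor control for full effect; nearly all actives have a fitted effect of over 50% in size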
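Concentration–response in CHO-M1 cells, lithium-potentiated; 30 min at 37C. IP1 detected by competitive TR-FRET after 10 min lysis at RT. Hill-fitted AC50.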
HttQ103 aggreg – reduces HttQ103-GFP aggregates in PC12 cells; 1.1% of 220,000 active; PC12 HttQ103-GFP aggregates, Acumen cytometry, 40 h; Potency, µM (series often up to 46.1 µM), for inactives: top-dose activity change, negative = inhibition, actives largely listed as inhibitors; AID 1688; also: potency is read from the fitted curve at half-maximal effect; % is scaled to controls: 0 for no effect and ±100 for the full control effect; nearly all actives have a fitted effect of over 60% in size
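Ecdysone-promoter PC12 model expressing HTT exon 1 Q103 fused to GFP, induced by tebufenozide at 100 nM final. Compounds titrated; aggregates sized 1–25 µm scored on a 488 nm laser cytometer.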
CBFb-RUNX1 inh – blocks binding between human CBF-beta and RUNX1; Q01196+Q13951; AlphaScreen CBFb-His/RUNX1-biotin binding, biochemical; Potency, µM (doses to about 59.8 µM), for the others: at the top dose activity, negative = inhibition, hits mostly inhibitors; 230,000 tested, under 10 active; AID 1477; also: % of control where 0% means no effect
Target sequence (Q01196 whole entry, looked up): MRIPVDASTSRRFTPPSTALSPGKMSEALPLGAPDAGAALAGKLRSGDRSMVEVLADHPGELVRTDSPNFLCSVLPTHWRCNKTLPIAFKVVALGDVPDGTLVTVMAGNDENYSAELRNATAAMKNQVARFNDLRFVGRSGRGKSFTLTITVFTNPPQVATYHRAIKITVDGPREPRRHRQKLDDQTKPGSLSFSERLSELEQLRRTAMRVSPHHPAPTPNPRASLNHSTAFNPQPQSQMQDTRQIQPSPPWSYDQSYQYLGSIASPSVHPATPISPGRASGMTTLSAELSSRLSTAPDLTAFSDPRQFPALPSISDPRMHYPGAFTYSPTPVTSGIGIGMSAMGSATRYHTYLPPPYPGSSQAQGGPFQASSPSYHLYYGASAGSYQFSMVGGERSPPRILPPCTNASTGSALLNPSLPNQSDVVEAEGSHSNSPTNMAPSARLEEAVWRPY
Target sequence (Q13951 whole entry, looked up): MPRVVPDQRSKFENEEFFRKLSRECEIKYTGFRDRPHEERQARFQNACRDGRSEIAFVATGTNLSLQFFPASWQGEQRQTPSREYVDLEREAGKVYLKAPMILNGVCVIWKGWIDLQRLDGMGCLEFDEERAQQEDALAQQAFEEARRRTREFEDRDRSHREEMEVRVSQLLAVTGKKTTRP
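AlphaScreen proximity signal reports loss of binding between His-tagged CBF-beta and biotin-labelled RUNX1, each at 30 nM. Proteins are pre-associated for 20 minutes, compounds added for 15 minutes, then beads for 90 minutes, all at ambient temperature.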
Luc counter – blocks Kinase-Glo luciferase, a counter-screen artifact | Q27757 | Kinase-Glo luciferase, ATP luminescence, 8 min | Potency, µM (doses to about 38.3 µM), without a hit: top-dose activity change, negative = inhibition, most hits filed as inhibitors | 0.28% of 200,000 active | AID 1379; also: potency is read from the fitted curve at half-maximal effect; % is scaled to controls: 0 for no effect and ±100 for the full control effect; nearly all actives have a fitted effect of over 60% in size
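Kinase-Glo luciferase light output from ATP and luciferin was measured with 10 uM ATP, within the enzyme's linear range. Buffer: 50 mM imidazole pH 7.2, 50 mM KCl, 7 mM MgCl2, 0.01% Tween 20, 0.05% BSA; luminescence read after 8 min at ambient temperature.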
NPSR antag – neuropeptide S receptor (human) antagonism, cAMP. AID 1461. CHO-NPSR cells, cAMP TR-FRET, antagonist mode. Q6W5P4. 1% of 220,000 active. Potency, µM (highest dose often 38.3 µM), for the others: at the top dose activity change, negative = inhibition, actives largely listed as inhibitors; also: potency is read from the fitted curve at half-maximal effect; % is scaled to controls: 0 for no effect and ±100 for the full control effect; nearly all actives have a fitted effect of over 50% in size; many of its hits are not listed in these tables
Target sequence (Q6W5P4 whole entry, looked up): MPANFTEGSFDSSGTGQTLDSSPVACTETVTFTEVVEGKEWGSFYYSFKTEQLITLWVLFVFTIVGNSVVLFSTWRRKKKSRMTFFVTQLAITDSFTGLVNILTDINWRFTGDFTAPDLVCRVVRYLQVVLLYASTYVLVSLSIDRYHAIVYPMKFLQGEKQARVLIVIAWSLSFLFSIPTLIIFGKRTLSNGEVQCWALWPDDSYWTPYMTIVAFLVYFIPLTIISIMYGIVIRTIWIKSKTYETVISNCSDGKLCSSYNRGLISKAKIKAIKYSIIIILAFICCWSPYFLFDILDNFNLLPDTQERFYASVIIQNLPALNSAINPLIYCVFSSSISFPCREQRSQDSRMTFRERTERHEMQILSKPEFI
Epigenetic derep – epigenetic control regulation, reporter derepression | murine LDR cells, GFP reporter derepression, 30 h | Potency, µM (doses to about 53.9 µM), for the others: at the top dose GFP activation, most hits filed as activators | 0.2% of 280,000 active; also: potency is read from the fitted curve at half-maximal effect; % of control where 0% means no effect; nearly all actives have a fitted effect of over 60% in size
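Murine LDR cells bearing a silenced CMV-driven GFP reporter were exposed to compound for 30 h at 37 C. After PBS washes, GFP-positive cells (20-120 um objects) counted by laser-scanning microplate cytometry.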
Active calls of the source: *; ? = inconclusive; . = no result given; & = joins results of further samples; [ ] = dose if it differs, or a comment. Unless noted, calls follow the shape of the dose curve; as a rule, active = well fitted curve in the direction sought with a large enough effect; inconclusive = small, poorly fitted or top-dose-only effect, or another doubt; inactive = no such curve, though single readings can be large; an effect the other way counts as inactive or inconclusive. Only part of the results is shown. The share of hits here may be higher or lower than overall.

SMILES	LMNA splice mod	IMPase Li inh	HttQ103 aggreg	CBFb-RUNX1 inh	Luc counter	NPSR antag	Epigenetic derep
O=C(CSCCc1ccccn1)Nc1cccnc1Cl	1%	23%[38.3 µM]	-20%	5%	-4%	9%[46.1 µM]	-1.0%
CCC(=O)Nc1cc2c(cc1C(C)=O)OCCO2	-10%	1%	-23%	9%	2%	-1%[46.1 µM]	-0.8%
O=C(NCc1ccc(Cl)cc1)c1cccc(NC(=O)c2ccccc2)c1	-25%	5%	-2%	2%	-2%	-18%	-1.0%
CC(C)(C)OC(=O)N/N=C\c1cccnc1	.	-5%	13%	-1%	-10%	17%	6.6%
O=C(Oc1ccccc1)c1cc2ccccc2o1	1%	14%[38.3 µM]	6%	5%	-4%	1%[46.1 µM]	0.0%
Cc1cc(C)c2[nH]c(=O)c(CN(CC3CCCO3)C(=O)C3CCCO3)cc2c1 (configuration not stated)	-1%	-10%[38.3 µM]	21%	5%	-3%	-15%[46.1 µM]	2.6%
Cc1ccc(C(C)C)c(OCc2nnc3n2CCCCC3)c1	19%	42%[activator][38.3 µM]	-5%	0%	0%	?	-1.0%
CN1C(=O)c2cccc(NC(=O)CCc3ccccc3)c2C1=O	5%	10%[38.3 µM]	0%	12%	-1%	-1%[46.1 µM]	1.4%
COc1cc(/C=C/c2nc3ccccc3s2)cc(OC)c1O	.	-18%	?	28%	-4%	-49%	12%
Cn1c(=O)c2c(nc(Oc3ccc4c(c3)OCO4)n2Cc2ccc(F)cc2)n(C)c1=O	-4%	2%	11%	21%	2%	-2%[46.1 µM]	-0.9%
CCOC(=O)C1=C(C)N(c2ccccc2)C(=O)C1CC(=O)O (configuration not stated)	-1%	5%[38.3 µM]	28%	8%	-1%	16%[7.67 µM]	0.8%
Nc1nc(Cl)nc2ccc(Br)cc12	-5%	-19%	?	4%	0%	5%	5.4%
Cc1ccccc1CC1(CO)CCCN(C(=O)c2cccc(Cl)c2)C1 (configuration not stated)	2%[46 µM]	15%	2%[9.22 µM]	-1%	3%	34%	0.0%
COCC(C)n1c(SCc2nc3ccccc3c(=O)[nH]2)nc2ccccc2c1=O (configuration not stated)	?	-6%	6%	?	-1%	-13%	-0.1%
CCc1c(C#N)c(SCCC(=O)Nc2ccc(OC)cc2)nc2c1C(=O)CC(C)(C)C2	-10%	30%[activator][38.3 µM]	20%	4%	-5%	?	-0.3%
O=C(CCN1C(=O)/C(=C/c2cccs2)SC1=S)NC1=NCCS1	-16%	9%	23%	-22%	-1%	-5%	-0.6%
CC[C@H]1NC(=O)c2cc(S(N)(=O)=O)c(Cl)cc2N1	?	-5%	25%[20.6 µM]	-15%[21.7 µM]	-1%[17.1 µM]	.	-0.4%[16.9 µM]
Cc1ccc(S(=O)(=O)NCc2ccc(C(=O)N(C)CCC#N)cc2)cc1	-2%	-3%[38.3 µM]	1%	5%	0%	-4%[46.1 µM]	-1.2%
O=C(NC(=S)N1CCN(C/C=C/c2ccccc2)CC1)c1c(F)cccc1F	-8%	-7%	30%	6%	-4%	-7%	-0.3%
CC(C)(C)n1c(=O)[nH]c2c(c1=O)CCC2	?	-4%[38.3 µM]	14%	7%	0%	-9%[46.1 µM]	2.1%
COc1ccc(C(=O)NNC(=O)C2CCN(S(=O)(=O)c3ccc(C)cc3)CC2)cc1	0%[46 µM]	3%	4%[9.22 µM]	6%	-1%	-17%	3.8%
CCOC(=O)C1(CCCc2ccccc2)CCN(C(=O)CCC2=NNC(=O)CC2)CC1	-22%[46 µM]	9%	15%[9.22 µM]	10%	-2%	-9%	-5.1%
O=CN1CCN(c2ncnc3c2nnn3Cc2c(F)cccc2Cl)CC1	?	3%	-17%[9.22 µM]	-1%	-1%	-12%	0.0%
C/C(=N\NC(=O)C1(C)CC1(Br)Br)c1ccc(NC(=O)c2ccc(C)o2)cc1 (configuration not stated)	-18%	15%	-15%	-10%	-2%	-4%	1.1%
C[C@H](C(=O)C=[N+]=[N-])N1C(=O)c2ccccc2C1=O	1%	2%[38.3 µM]	12%[9.22 µM]	3%	-2%	-3%[46.1 µM]	0.0%
Cc1nnsc1-c1nnc(SCC(=O)c2ccccc2)n1C1CC1	.	.	11%[9.22 µM]	9%	.	-6%	2.7%
Cc1cccc(OCCCn2c(=O)oc3ccc(C)cc32)c1	23%[46 µM]	4%	3%[9.22 µM]	?	2%	23%	0.0%
CC1=CC(C)(C)N2C(=O)C(=O)c3cc(OC(=O)c4ccco4)cc1c32	.	27%	.	-2%	-4%	-8%	0.0%
Cc1cc(NC(=O)CCl)n(-c2nc3ccccc3s2)n1	-3%[46 µM]	1%	?	10%	2%	-2%	-1.5%
C/C(Cn1nc([N+](=O)[O-])cc1C)=N\NC(=O)c1cccc(Br)c1	13%	-16%[38.3 µM]	9%	8%	-8%	3%[46.1 µM]	-2.0%
CCOc1ccccc1C1NC(=O)NC(C)=C1C(=O)OC1CCCCC1 (configuration not stated)	-3%	-4%	-14%	2%	7%	-13%[46.1 µM]	0.0%
CC(C)n1cc(C(=O)c2ccccc2O)cc(C#N)c1=O	?	-4%	-31%	3%	1%	22%	12%
O=C(c1ccccn1)c1conc1C(=O)c1ccc(Br)cc1	11%	-6%[38.3 µM]	7%	3%	-1%	-17%[46.1 µM]	1.1%
Cc1ccc(C)c(N2CCN(C(=O)c3csc4ccccc34)CC2)c1	-15%	15%	-21%	6%	-1%	-49%	-1.0%
COCCNCC(=O)Nc1ccccc1Sc1ccccc1	-2%	16%	-3%	0%	4%	19%	0.0%
Cc1ccc(C)c(N(Cc2ccccc2F)S(C)(=O)=O)c1	-2%	-2%	?	13%	-2%	-5%[46.1 µM]	0.0%
c1ccc(-c2noc(CSc3nnnn3C3CCCCC3)n2)cc1	5%	18%[38.3 µM]	8%	-2%	1%	-26%[46.1 µM]	-0.7%
Cc1cc(N2CCOCC2)n2cc(-c3ccccc3)nc2n1	-9%[46 µM]	-10%	2%	15%	-9%	-6%	0.0%
CCC(C)c1ccc(NC(=O)C2CCN(c3ccc(C(F)(F)F)cn3)CC2)cc1 (configuration not stated)	?	5%	-3%	5%	0%	10%	0.0%
Cc1ccc(CSCc2ccc(C(=O)NC3CCCC3)o2)cc1	.	1%	-11%	-1%	-1%	-15%	-1.3%
CC1CCC(C(C)C)C(OCC(O)CNC(C)C)C1 (configuration not stated)	.	.	-20%[9.22 µM]	5%	.	1%	1.1%
Cc1ncsc1C(=O)O	10%[46 µM]	-1%	-15%[9.22 µM]	8%	6%	-7%	-1.8%
CCN(C(=O)c1ccc(Cl)c([N+](=O)[O-])c1)c1ccccc1	.	-10%	-3%[9.22 µM]	-1%	1%	-19%	-5.0%
O=C(Nc1ccccc1N1CCOCC1)c1ccc(Cl)nc1	5%[46 µM]	-3%	-6%	8%	0%	3%	2.5%
CCCCn1c2ccc(F)cc2c2nnc(NN)nc21	?	18%	-28%	-29%	-2%	-15%	-0.7%

The final four entries of the section above open the next one.
SMILES	LMNA splice mod	IMPase Li inh	HttQ103 aggreg	CBFb-RUNX1 inh	Luc counter	NPSR antag	Epigenetic derep
Cc1ncsc1C(=O)O	10%[46 µM]	-1%	-15%[9.22 µM]	8%	6%	-7%	-1.8%
CCN(C(=O)c1ccc(Cl)c([N+](=O)[O-])c1)c1ccccc1	.	-10%	-3%[9.22 µM]	-1%	1%	-19%	-5.0%
O=C(Nc1ccccc1N1CCOCC1)c1ccc(Cl)nc1	5%[46 µM]	-3%	-6%	8%	0%	3%	2.5%
CCCCn1c2ccc(F)cc2c2nnc(NN)nc21	?	18%	-28%	-29%	-2%	-15%	-0.7%
COC(=O)CN(C(=S)Nc1ccc(F)cc1)C1CC(=O)N(c2ccccc2)C1=O (configuration not stated)	-7%	0%	7%	0%	1%	-1%	-0.1%
COc1ccc(NC(=O)Nc2ccc(F)c(F)c2)c(OC)c1	.	.	0%	8%	.	-5%	3.2%
CSCC[C@H](NC(=O)c1ccc(Cl)c([N+](=O)[O-])c1)c1nc2ccccc2[nH]1	-21%	2%	6%	-22%	-1%	-31%	0.0%
O=C(Nc1cccc(Cl)c1)Nn1cnnc1	?	2%	-28%[9.22 µM]	2%	-2%[7.66 µM]	-24%	1.1%
NNC(=O)c1cc2cc3ccccc3nc2s1	.	4%	-18%	20%	-2%	-21%	-1.0%
O=C(c1cccc(F)c1)N1CCN(C2CCCCC2)CC1	2%	15%[38.3 µM]	?	-2%	0%	-7%[46.1 µM]	-1.0%
Clc1nssc1=Nc1ccc(Br)cc1	.	-3%	?	-16%	-2%	-23%	11%
Cc1ncc(CO)c(/C=N/NC(=O)c2ccccc2Br)c1O	-17%	.	?	?	.	-7%[46.1 µM]	-0.9%
O=C(NCc1ccco1)/C(=C\c1cccs1)NC(=O)c1ccco1	.	4%	22%	3%	1%	5%	-0.4%
COC(=O)[C@@]1(C)CCC[C@@]2(C)c3ccc(O)c(C(C)C)c3CCC21 (some centres not stated)	.	14%	.	4%	-4%	.	1.3%
COc1ccc(CN2CCN(C(=O)c3ccc4nc(N5CCOCC5)sc4c3)CC2)c(OC)c1OC	.	4%	-10%	11%	11%	11%	-0.1%
COc1cc(C2C(C#N)=C(N)Oc3c2oc(CO)cc3=O)ccc1OC(C)C (configuration not stated)	13%	-2%[38.3 µM]	10%	-3%	0%	-7%[46.1 µM]	-3.0%
CC(C)CCOc1ccc(NC(=O)C2OC3OC(C)(C)OC3C3OC(C)(C)OC23)cc1 (configuration not stated)	20%	-14%[38.3 µM]	3%	0%	0%	-11%[46.1 µM]	1.2%
O=C(Cn1ccc([N+](=O)[O-])n1)NCc1nc2ccccc2[nH]1	20%[46 µM]	-5%	0%	6%	3%	12%	0.0%
CCOC(=O)C(C(=O)NCC1CCCO1)C1CCCCC1 (configuration not stated)	-5%	5%	-13%	16%	0%	-4%[46.1 µM]	0.0%
O=C(Nc1ccc(O)c2c(=O)cc(-c3ccccc3Cl)oc12)c1ccccc1Cl	11%	9%&14%	-5%	-15%	-1%[39.9 µM]	-21%	6.8%&2.3%
CS(=O)(=O)N(CC(=O)O)c1cccc(Cl)c1	-8%	6%[38.3 µM]	-9%	14%	2%	3%[46.1 µM]	-0.8%

Source: PubChem BioAssay (National Center for Advancing Translational Sciences (NCATS))
